Compound activity from PubChem.
D2 antagonist: antagonists of human D2 dopamine receptor. inhibition, % at 10 µM. 340,000 tested, 2% active. P14416. AID 485344. HEK293 TREx D2 cells, calcium flux, dopamine EC80; in the data active means inhibition above about 30%; further: 0% is about no effect
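Calcium mobilization kinetics were recorded at 1 s intervals in tetracycline-induced HEK293 T-REx D2 cells, first for 180 s after compound addition and then 180 s after EC80 dopamine.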
RXFP1 agonist: RXFP1 (human) receptor agonism; HEK293T-RXFP1 cAMP TR-FRET, 30 min; response scale: percent of porcine relaxin response, buffer zero; 370,000 tested, 0.3% active; Potency, µM (titrated, usually from 57.5 µM), inactives show top-dose activation, usual class: activators; Q9HBX9; active means well fitted activation curve with a large enough effect; inconclusive means small, poorly fitted or top-dose-only effect; further: potency means the concentration at half of the fitted maximal effect; on the % scale 0 is the no-effect control and ±100 the full control effect; nearly all actives have a fitted effect of over 60% in size; many of its hits are not listed in these tables
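HEK293T cells stably expressing RXFP1 were pretreated with the PDE4 inhibitor Ro 20174, exposed to compounds for 30 min at 37C, lysed, and cAMP was read by TR-FRET. Data normalized to buffer (basal) and 29 nM porcine relaxin (100%).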
D1 agonist: activates the human D1 dopamine receptor; 360,000 tested, 1% active; HEK293 T-REx D1 cells, calcium flux, agonist mode; activation, % at 2 µM; P21728; AID 504660; in the data active means activation above about 30%; further: 0% is about no effect
Target sequence (P21728 whole entry, looked up): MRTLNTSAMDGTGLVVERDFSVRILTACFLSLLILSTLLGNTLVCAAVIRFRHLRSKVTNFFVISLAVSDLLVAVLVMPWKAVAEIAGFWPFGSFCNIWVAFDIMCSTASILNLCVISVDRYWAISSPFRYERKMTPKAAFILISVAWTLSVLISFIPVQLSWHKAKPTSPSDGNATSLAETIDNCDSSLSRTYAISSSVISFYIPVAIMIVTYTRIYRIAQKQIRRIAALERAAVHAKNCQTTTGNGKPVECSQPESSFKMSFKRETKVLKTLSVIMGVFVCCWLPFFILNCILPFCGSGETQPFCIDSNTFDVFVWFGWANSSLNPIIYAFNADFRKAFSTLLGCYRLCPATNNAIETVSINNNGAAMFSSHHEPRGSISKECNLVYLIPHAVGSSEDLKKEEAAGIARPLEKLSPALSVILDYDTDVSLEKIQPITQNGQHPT
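Inducible HEK293 T-REx D1 cells, force-coupled to calcium signalling, were plated at 4000 cells/well with tetracycline and held overnight at 30 C. After no-wash calcium dye loading, compound-evoked calcium rise over 180 s flagged agonists.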
D1 potentiator: human D1 dopamine receptor positive modulation. HEK293 TREx D1 cells, calcium flux, dopamine EC20 potentiation. potentiation, % at 10 µM. 360,000 tested, 0.036% active. AID 504651; in the data active means potentiation above about 30%; further: 0% is about no effect
TRHR enhancer: TRH receptor (human) allosteric enhancement. TRHR cells, fluo-8 calcium fluorescence, EC20 TRH enhancement. AID 493056. 360,000 tested, 0.66% active. enhancement, % at 2 µM. P34981; in the data active means enhancement above about 30%; further: 0% is about no effect
Target sequence (P34981 whole entry, looked up): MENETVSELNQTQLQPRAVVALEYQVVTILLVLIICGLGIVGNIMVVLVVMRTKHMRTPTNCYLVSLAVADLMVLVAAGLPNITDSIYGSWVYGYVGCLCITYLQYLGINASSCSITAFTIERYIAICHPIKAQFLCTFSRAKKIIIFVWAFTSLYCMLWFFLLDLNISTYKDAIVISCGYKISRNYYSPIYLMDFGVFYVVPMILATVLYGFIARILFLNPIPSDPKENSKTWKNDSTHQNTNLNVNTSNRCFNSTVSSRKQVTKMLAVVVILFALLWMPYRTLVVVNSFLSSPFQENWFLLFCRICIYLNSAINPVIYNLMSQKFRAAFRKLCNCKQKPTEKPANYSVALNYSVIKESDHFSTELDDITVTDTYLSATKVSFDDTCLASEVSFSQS
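Enhancer read-out: after compound pinning and an initial kinetic agonist-mode read, an EC20 of TRH (10 nM final) was injected and fluo-8 calcium signal (Ex 480/Em 530) followed at 1 s/cycle for 100 cycles in TRHR-expressing cells.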
D1 antag: blocks dopamine activation of the human D1 receptor | P21728 | HEK293 TREx D1 cells, calcium flux, dopamine EC80; hits give low values | activity change, negative = inhibition, % at 10 µM | 360,000 tested, 3.2% active; in the data active means activity change below about -30%; further: on the % scale 0 is the no-effect control and ±100 the full control effect
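Compound effects on dopamine-evoked calcium signalling were measured in tetracycline-induced HEK293 Trex D1 cells. Dopamine at EC80 followed a 180 s compound pre-read, and fluorescence was tracked kinetically for 180 s more.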
D2 ag: agonists of human D2 dopamine receptor. activation, % at 2 µM. HEK293 T-REx D2 cells, calcium flux agonist mode. 340,000 tested, 0.53% active. AID 485358;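 active means activation over 3 SD above normal in the single-dose calcium agonist read, cut at about 30% in these data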; further: 0% is about no effect
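Calcium-flux readout, 1 cycle/sec over 180 s following compound pin transfer, in inducible HEK293 Trex D2 cells (force-coupled); dopamine controls included. Positive calcium responses during this window marked compounds as potential agonists.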
RXFP1 antag: blocks the human relaxin receptor RXFP1; HEK293-RXFP1, relaxin-stimulated cAMP HTRF, 30 min; hits give low values; 350,000 tested, 0.59% active; Q9HBX9; activity change, negative = inhibition, % at 57.5 µM;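 active means activity change of -60% or lower, but not beyond a set lower limit; inconclusive means change between -60% and -40%, or beyond the set limit; inactive means change above -40%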; further: on the % scale 0 is the no-effect control and ±100 the full control effect
D2 potentiator: positively modulates the human D2 dopamine receptor allosterically; P14416; HEK293 T-REx D2, calcium flux, EC20 dopamine potentiation; potentiation, % at 10 µM; 340,000 tested, 0.34% active; AID 485347;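 active means potentiation over 3 SD above the plate norm, cut at about 30% in these data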; further: 0% is about no effect
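Potentiation of an EC20 dopamine calcium response is measured in a force-coupled, tetracycline-inducible Hek293 Trex D2 line. Compound-only kinetic reads over 180 s flag agonists before dopamine addition.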
An asterisk follows results filed as active; ? = inconclusive; . = no result given.

SMILES	D2 antagonist	RXFP1 agonist	D1 agonist	D1 potentiator	TRHR enhancer	D1 antag	D2 ag	RXFP1 antag	D2 potentiator
CCC(C(=O)O)N1C(=O)c2ccccc2C1=O (configuration not stated)	37.0*	1.5%	2.0	0.1	-7.0	1.4	0.5	13.9	4.9
CC(=O)C1C(c2cccc(F)c2)NC(=O)NC1(O)C(F)(F)F (configuration not stated)	11.7	0.0%	2.6	3.0	-4.6	-0.8	-0.5	.	-7.8
O=C(CSc1nc2ccccc2s1)N1CCCCC1	-7.0	-2.4%	0.5	-6.0	-5.1	-6.8	1.4	-16.2	0.5
CSc1ccc(CNC(=O)Cc2ccc(NC(=O)C3=C(C)OCCS3)cc2)cc1	9.3	2.8%	1.6	-10.3	-0.2	0.0	-1.0	-0.5	-3.4
O=C(OCc1ccc(F)cc1)c1cc(S(=O)(=O)N2CCCCC2)ccc1N1CCOCC1	6.1	1.8%	4.0	1.4	-8.9	7.2	-0.1	-19.4	-0.4
O=C(CCCn1c(=S)[nH]c2cc3c(cc2c1=O)OCO3)N1CCc2ccccc2C1	-4.9	-3.1%	1.5	-8.2	-2.7	6.0	0.3	?	15.5
O=C(NCc1ccccn1)c1ccc(OC2CCN(Cc3ccc(F)cc3F)CC2)cc1	-22.1	-0.8%	11.8	-7.0	2.4	-0.6	0.0	-3.7	-5.9
CCN(CC)C(=O)c1sc(NC(=O)c2cccc([N+](=O)[O-])c2)c(C#N)c1C	7.8	-0.9%	8.5	-8.2	-6.1	2.5	7.5	-4.2	2.7
COc1ccc(CCCc2nnc(SCC(=O)Nc3ccccc3F)o2)cc1	-13.4	-0.5%	0.5	-6.0	2.3	-26.5	0.3	-1.2	1.9
CCN(C(=O)COC(=O)c1cc(S(=O)(=O)N2CCOCC2)ccc1F)C1CCS(=O)(=O)C1 (configuration not stated)	1.5	0.1%	3.5	-8.8	3.9	1.5	-0.2	-9.4	4.9
COc1cc(C2C(C#N)=C(N)N(c3ccc(F)cc3)C3=C2S(=O)(=O)CC3)ccc1O (configuration not stated)	8.5	1.9%	3.6	5.0	1.7	5.4	0.2	-12.6	-1.9
CCOC(=O)C1=C(COC(=O)CC(C)c2ccccc2)NC(=O)NC1C (configuration not stated)	19.4	0.3%	-0.3	-6.6	-0.5	-9.7	0.0	5.0	9.8
CCc1nc(SCc2ccc(OC)c(Br)c2)n[nH]1	-12.0	2.2%	15.1	5.1	-1.7	-15.3	3.8	8.4	2.5
COc1ccc(/C=C(/C#N)C(=O)Nc2cccnc2)cc1OC	-2.3	5.1%	0.6	1.6	2.0	2.2	0.7	-4.2	-2.1
CNC(=O)c1cc(Nc2nnc(-c3ccc(C)c(S(N)(=O)=O)c3)c3ccccc23)ccc1OC	6.9	3.2%	3.3	5.0	-3.5	-7.1	-1.1	5.8	-2.2
CCn1c(CCC(N)=O)nnc1SCC(=O)Nc1cccc(S(=O)(=O)N2CCCC2)c1	27.3	2.7%	1.2	-1.2	-2.0	10.4	0.1	3.2	8.9
COC(=O)c1ccc2c(c1)N(Cc1ccccc1F)C(=O)c1ccccc1S2=O (configuration not stated)	8.9	1.1%	2.3	7.7	3.2	-1.8	-2.2	.	-0.7
CCOC(=O)Cn1c(=O)sc2ccccc21	.	1.1%	2.9	0.9	-5.4	-6.3	.	8.1	.
Cc1cc(C)c(OCC(=O)Nc2cc(C(=O)O)cc(C(=O)O)c2)cc1C	10.0	-0.2%	0.3	-5.6	-0.2	10.5	1.3	-1.5	2.2
CCc1ccc(Nc2ncnc3sc4c(c23)CCCC4)cc1	.	0.0%	-0.4	4.8	9.4	4.3	0.3	.	.
CCN(CC)C(=O)c1c(NC(=O)c2cccc(C)c2)sc2c1CCC(C)C2 (configuration not stated)	.	6.6%	-1.7	0.1	-0.4	1.7	-0.8	-15.4	.
O=[N+]([O-])c1cc(S(=O)(=O)Nc2ccccc2)ccc1NCc1cccnc1	17.4	-0.3%	7.1	-7.0	-1.5	-16.5	1.7	16.1	14.6
Cc1ccc(Cn2ccsc2=NC(=O)CCl)cc1	-0.7	0.8%	4.6	-2.4	-0.3	-3.6	-0.7	-1.0	10.5
COc1ccc(-c2cc(C(=O)n3cnc4ccccc43)c3ccccc3n2)cc1	19.8	6.6%	2.5	-2.8	-3.0	-1.1	-0.6	-0.2	-4.0
NS(=O)(=O)c1ccc(NC(=S)NC(=O)c2cccc(Br)c2)cc1	18.1	0.8%	7.3	-6.8	5.5	-8.4	2.1	-11.5	-18.2
(list continues)
SMILES	D2 antagonist	RXFP1 agonist	D1 agonist	D1 potentiator	TRHR enhancer	D1 antag	D2 ag	RXFP1 antag	D2 potentiator
COc1ccc(NC(=O)CSc2nnc(C)c3ccccc23)cc1	-3.1	7.0%	1.1	-1.9	11.3	-14.4	-0.3	6.3	26.4
CC(=O)Nc1cccc2c1Cc1ccccc1-2	-5.0	1.9%	3.9	-2.8	-2.6	-0.3	0.5	-1.0	6.1
COc1ccc([N+](=O)[O-])cc1NC(=O)c1ccccc1N(C)S(C)(=O)=O	-0.7	-0.7%	2.3	-4.4	-1.3	9.0	-1.0	2.0	-0.6
CC(C)c1c(O)nc(SCC(=O)N2CCCCC2)[nH]c1=O	0.9	4.1%	5.1	6.2	-4.1	1.1	0.9	2.9	-7.2
O=C(COc1ccc(C(=O)c2ccccc2)cc1)NCC1CCCCC1	-10.5	-0.1%	8.1	-4.8	1.9	-11.6	-1.1	4.4	3.4
CC1=C(C)C(C)=C(C#N)C(=C(C#N)C#N)N1	9.1	?	-0.3	-7.8	-4.3	-9.7	1.0	11.0	-24.5
O=C(O)Cn1c(=O)c2c3c(sc2n(Cc2ccccc2)c1=O)CCCC3	3.7	1.5%	4.3	10.8	-0.2	11.4	0.4	8.8	2.3
CSc1ccc(CN2CCCCCC2)cc1	27.9	0.3%	1.2	-3.4	4.6	7.4	-0.7	-12.7	4.3
COc1cc2c(cc1NC(=O)COc1cc(C)ccc1C)oc1ccccc12	.	0.8%	-2.4	-0.7	2.8	9.6	0.7	0.0	5.9
O=C(COC(=O)C1CCCN1C(=O)c1cccs1)c1ccccc1 (configuration not stated)	-3.5	3.8%	0.7	-2.5	0.0	-27.1	-2.1	-17.0	-8.3
Cc1cc(C2=NNC(=NC3CC3)SC2)c(C)n1-c1ccccc1	-11.3	-2.1%	1.4	-7.8	1.4	-1.0	4.8	-5.0	-12.1
COc1ccc(CNc2ccc3c(c2)ncn3-c2ccccc2OC)cc1	-24.4	-1.6%	1.9	-3.3	-0.1	-5.8	0.0	-9.6	12.7
COc1ccc2c(c1)c(=O)oc1cc(OCC(=O)N3CCc4ccccc4C3)ccc12	16.6	1.0%	5.4	-0.8	5.5	-8.8	-0.6	2.1	-2.0
O=C(Nc1nnc(COc2ccc(Cl)cc2)s1)C1CCCO1 (configuration not stated)	10.4	1.1%	5.6	4.2	-6.8	8.1	-0.7	-10.5	5.7
COc1ccccc1-n1cnnc1SCC(=O)N1CC(=O)Nc2ccccc21	5.3	1.9%	-2.6	4.8	-4.3	12.7	0.5	4.2	7.2
Cc1cccc(-n2c(SCC(=O)Nc3ncc(Cl)cc3Cl)nc3ccccc32)c1	-0.3	-0.4%	3.7	-2.3	9.5	-8.0	-0.3	-21.2	1.4
COc1ccc(CNC(=O)CCS(=O)(=O)c2cc(Br)cc3c2N(C(C)=O)C(C)C3)cc1 (configuration not stated)	.	-2.9%	2.9	-2.4	3.8	-5.7	-1.0	.	0.8
O=C(NCc1ccco1)c1cccc(S(=O)(=O)N2CCCCC2)c1	-21.9	-2.1%	0.9	-4.2	1.1	7.7	0.2	-2.7	10.7
O=C(O)COc1ccc2c(c1)OCCO2	-2.4	0.9%	-0.3	-2.9	4.1	-16.6	0.6	4.1	11.7
COc1ccc(Cc2nc3ccc(C(=O)NC(C)c4cn(C)nc4C)cc3o2)cc1 (configuration not stated)	-3.5	1.4%	9.8	-1.2	15.3	3.3	-0.3	-24.5	14.8
Cc1ccccc1NCc1ccc(O)c2ncccc12	-12.8	0.3%	-0.4	-7.0	8.8	-0.8	0.6	-17.9	3.9
Cc1ccc(C(=O)n2ncn(C)c2=S)cc1	-3.4	0.4%	1.4	-3.3	-3.7	17.5	0.6	.	-0.4
O=C(CSc1ncc(-c2ccccc2)[nH]1)Nc1cccc(C(F)(F)F)c1	.	3.6%	3.8	-3.0	-1.9	-9.0	-1.1	-12.3	-11.4
CCOC(=O)[C@@H]1[C@H]2COc3cc(OC)ccc3[C@@H]2N2C(=O)N(c3ccc(OC)cc3)C(=O)[C@]12C	-12.8	1.1%	1.5	5.7	-2.6	-6.5	-0.9	.	7.4
CCN(CC)S(=O)(=O)c1cccc(-c2nnc(-c3ccc(C)cc3)o2)c1	15.5	3.1%	0.7	-9.6	1.0	-7.4	0.6	4.0	3.3
O=C(Nc1ccc2c(c1)OCCO2)C1CCN(C(=O)c2ccc(Br)cc2)CC1	-21.6	0.8%	1.6	4.8	15.3	-2.5	0.1	-30.1	0.5
Nc1ccc2nc(-c3ccccc3)c(-c3ccccc3)nc2c1	6.2	14.7%	60.7*	9.0	18.9	0.2	16.3	9.2	-7.3
COc1ccc(C2Nc3ccccc3C(=O)N2O)cc1CN1CCOCC1 (configuration not stated)	-3.5	1.3%	1.5	3.9	4.1	-3.3	0.2	36.1	9.9

Gathered by group: those above containing fluorine
SMILES	D2 antagonist	RXFP1 agonist	D1 agonist	D1 potentiator	TRHR enhancer	D1 antag	D2 ag	RXFP1 antag	D2 potentiator
CC(=O)C1C(c2cccc(F)c2)NC(=O)NC1(O)C(F)(F)F (configuration not stated)	11.7	0.0%	2.6	3.0	-4.6	-0.8	-0.5	.	-7.8
O=C(OCc1ccc(F)cc1)c1cc(S(=O)(=O)N2CCCCC2)ccc1N1CCOCC1	6.1	1.8%	4.0	1.4	-8.9	7.2	-0.1	-19.4	-0.4
O=C(NCc1ccccn1)c1ccc(OC2CCN(Cc3ccc(F)cc3F)CC2)cc1	-22.1	-0.8%	11.8	-7.0	2.4	-0.6	0.0	-3.7	-5.9
COc1ccc(CCCc2nnc(SCC(=O)Nc3ccccc3F)o2)cc1	-13.4	-0.5%	0.5	-6.0	2.3	-26.5	0.3	-1.2	1.9
CCN(C(=O)COC(=O)c1cc(S(=O)(=O)N2CCOCC2)ccc1F)C1CCS(=O)(=O)C1 (configuration not stated)	1.5	0.1%	3.5	-8.8	3.9	1.5	-0.2	-9.4	4.9
COc1cc(C2C(C#N)=C(N)N(c3ccc(F)cc3)C3=C2S(=O)(=O)CC3)ccc1O (configuration not stated)	8.5	1.9%	3.6	5.0	1.7	5.4	0.2	-12.6	-1.9
COC(=O)c1ccc2c(c1)N(Cc1ccccc1F)C(=O)c1ccccc1S2=O (configuration not stated)	8.9	1.1%	2.3	7.7	3.2	-1.8	-2.2	.	-0.7
O=C(CSc1ncc(-c2ccccc2)[nH]1)Nc1cccc(C(F)(F)F)c1	.	3.6%	3.8	-3.0	-1.9	-9.0	-1.1	-12.3	-11.4

Not all compounds are listed (hit frequency here may not be typical).
